HSP90 inh: HSP90 refolding inhibition in rabbit reticulocyte lysate; luciferase refolding luminescence, 3 h; inhibition, % at 5.6 µM; 290,000 tested, 0.91% active; AID 1789;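 active = inhibition above the screen-wide mean plus 3 SD, computed separately per campaign, cut at about 16% in these data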;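 also: 0% = DMSO wells and 100% = 60 µM geldanamycin wells; inhibitors lower the luminescence because luciferase stays unfolded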
HSF1 inhib: HSF1 inhibition; NIH3T3-HGL HSE-luciferase, MG132-induced, luminescence 8 h; hits give low values; activity change, negative = inhibition, % at 7.5 µM (by protocol); 300,000 tested, 0.77% active; AID 2098;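 active = more than half of replicate wells show activity change below -50%, luminescence cut by over half; inconclusive = some wells, but at most half, below -50%; inactive = no replicate well below -50%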;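 also: luciferase reports HSF-1 transcriptional activity via heat shock element; 0% = median of DMSO wells and -100% = zero luminescence signal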
DYRK1A inh: blocks rat Dyrk1A kinase activity. ADP-Glo luminescence, NFATc1 peptide. inhibition, % at 12.5 µM. 310,000 tested, 0.43% active. AID 504441; in the data active = inhibition above about 50%;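 also: plate controls were vehicle with enzyme for no effect and no enzyme for full effect; many of its hits are not listed in these tables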
PolyA inh: yeast polyadenylation inhibition. S. cerevisiae SKY197-pL101 polyadenylation reporter, beta-gal luminescence; efflux-impaired pdr1/pdr3 knockout yeast; score 100 = 6 SD above DMSO. calls only at 12 µM. 300,000 tested, 0.02% active. AID 1875;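 active = lowest replicate activity score at least 50, where 100 means six control SD above control mean; inconclusive = lowest score under 50 but half or more replicates reach 50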;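 also: yeast exposed to compound for 9 h at 30 °C; higher score means more reporter readthrough which indicates perturbed polyadenylation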
Platelet DG rel: modulates dense granule release in human platelets | human platelet-rich plasma, SFLLRN dense granule ATP release, luminescence | inhibition, %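 (compounds screened at 7.5 µM in platelet-rich plasma)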 | 300,000 tested, 0.22% active;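 active = mean replicate score, as percent of positive control, at or above 50; inconclusive = mean below 50 but at least one replicate at or above 50; inactive = mean and every replicate below 50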
HSF-1 act: increases HSF-1 driven luciferase reporter signal. NIH3T3-HGL HSF-1 luciferase reporter, MG132, 8 h; 100% = twice DMSO control signal. activation, % at 9 µM. 300,000 tested, 1.7% active. AID 504408;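 active = mean replicate activation of at least 50% with a set share of replicates each reaching 50%; inconclusive = only one of those two conditions met; inactive = mean below 50% and too few replicates reaching it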;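 also: 0% = median of the neutral control wells and 100% = twice that signal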
AI-2 QS modul: modulators of Vibrio harveyi AI-2 quorum sensing system. 300,000 tested, 0.4% active. Vibrio harveyi JMH597 AI-2 luminescence/OD600 ratio, 9 h; hits give low values; strain lacks LuxN and CqsS sensors; 0 = neutral-control median. activity change, % at 7.5 µM; in the data active = activity change below about -75%, passing the limit was not always enough; inconclusive = no clear call, values can overlap the other calls;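 also: luminescence divided by OD600 gain over 9 h not by final OD600 alone; inactives centre near 13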
HDAC3 inhib: blocks human histone deacetylase 3 | O15379 | recombinant HDAC3, fluorogenic peptide/trypsin coupled, fluorescence | inhibition, % at 8.3 µM | 320,000 tested, 0.15% active | AID 2718; in the data active = inhibition above about 26%, passing the limit was not always enough; inconclusive = no clear call, values can overlap the other calls
GSK3B inh: blocks human GSK3beta kinase activity; P49841; GST-GSK3beta kinase, ADP-Glo luminescence, 60 min; hits give low values; activity score (negative = inhibition), % at 10 µM; 300,000 tested, 0.038% active; AID 2097;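 active = more than half of replicate wells score below -50%, meaning over 50% inhibition versus plate controls; inconclusive = some replicates but at most half score below -50%; inactive = no replicate scores below -50%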;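 also: 0% = median DMSO wells and -100% = median GW8510 positive control wells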
Target sequence (P49841 whole entry, looked up): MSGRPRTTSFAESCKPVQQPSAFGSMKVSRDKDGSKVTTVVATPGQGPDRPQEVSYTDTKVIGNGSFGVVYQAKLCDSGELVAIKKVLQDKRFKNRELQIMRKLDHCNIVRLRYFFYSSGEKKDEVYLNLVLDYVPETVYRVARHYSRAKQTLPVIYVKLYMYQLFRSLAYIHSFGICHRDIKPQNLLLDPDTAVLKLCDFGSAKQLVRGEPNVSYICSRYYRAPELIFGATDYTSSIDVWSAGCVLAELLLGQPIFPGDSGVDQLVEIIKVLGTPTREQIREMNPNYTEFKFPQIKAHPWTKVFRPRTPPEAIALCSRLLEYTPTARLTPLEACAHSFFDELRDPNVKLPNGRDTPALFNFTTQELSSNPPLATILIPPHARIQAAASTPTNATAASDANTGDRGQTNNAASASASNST
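Assay system: GST-fused GSK3beta enzyme, cell-free / Medium: Tris pH 7.5 buffer with MgCl2, DTT, BSA, heparin / Also added: peptide substrate plus 25 µM ATP (final) / Compound: 10 µM single point / Timing: kinase reaction with compound 60 min at room temperature / Detection: ADP-Glo luminescence / Benchmarks: DMSO neutral wells and GW8510 at 20 µM as positive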
GSK3 alpha inh: human GSK-3 alpha kinase inhibition | P49840 | ADP-Glo luminescence, 60 min | inhibition, % at 10 µM | 320,000 tested, 0.1% active | AID 2650;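 in the data active = inhibition above about 50%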;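 also: GST-tagged GSK-3 alpha with peptide substrate and 25 µM ATP; 0% = DMSO neutral wells and 100% = GW8510 positive control wells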
Target sequence (P49840 whole entry, looked up): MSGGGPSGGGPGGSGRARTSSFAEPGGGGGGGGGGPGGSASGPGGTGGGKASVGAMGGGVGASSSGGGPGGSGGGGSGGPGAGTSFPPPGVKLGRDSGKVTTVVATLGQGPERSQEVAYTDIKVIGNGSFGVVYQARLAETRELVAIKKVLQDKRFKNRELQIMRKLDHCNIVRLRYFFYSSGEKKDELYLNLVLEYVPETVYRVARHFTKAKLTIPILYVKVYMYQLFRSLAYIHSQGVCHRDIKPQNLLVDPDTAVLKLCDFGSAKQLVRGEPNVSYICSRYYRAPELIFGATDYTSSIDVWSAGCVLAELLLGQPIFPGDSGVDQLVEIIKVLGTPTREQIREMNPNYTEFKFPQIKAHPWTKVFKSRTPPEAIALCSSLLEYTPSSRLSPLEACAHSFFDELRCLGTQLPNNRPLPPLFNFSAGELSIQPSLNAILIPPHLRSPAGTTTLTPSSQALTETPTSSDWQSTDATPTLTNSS
The depositor's hits bear a star; i = inactive; ? = inconclusive; / = not tested or not shown.

Preview, two compounds:
HSP90 inh | HSF1 inhib | DYRK1A inh | PolyA inh | Platelet DG rel | HSF-1 act | AI-2 QS modul | HDAC3 inhib | GSK3B inh | GSK3 alpha inh | molecule
3 | 102 | -9 | i | 4 | 149* | 13 | ? | -3 | -1 | C=CCc1cccc(CNc2nc3ccccc3n2CCC)c1O
-2 | -5 | / | i | 1 | -12 | 2 | 2 | 2 | -1 | O=C1CC(=O)C(n2cncn2)C(c2ccc(Cl)cc2)C1 (centres undefined)

Main list, previewed entries included:
HSP90 inh | HSF1 inhib | DYRK1A inh | PolyA inh | Platelet DG rel | HSF-1 act | AI-2 QS modul | HDAC3 inhib | GSK3B inh | GSK3 alpha inh | molecule
3 | 102 | -9 | i | 4 | 149* | 13 | ? | -3 | -1 | C=CCc1cccc(CNc2nc3ccccc3n2CCC)c1O
-2 | -5 | / | i | 1 | -12 | 2 | 2 | 2 | -1 | O=C1CC(=O)C(n2cncn2)C(c2ccc(Cl)cc2)C1 (centres undefined)
1 | 0 | 4 | i | -34 | 10 | 26 | -4 | 0 | -5 | O=C(COc1ccccc1)NCC(=O)Nc1ccc(S(=O)(=O)NCc2ccco2)cc1
15 | -2 | 11 | i | 10 | -1 | 10 | -4 | -4 | 0 | COc1ccc2c(Cn3cnc4cc([N+](=O)[O-])ccc4c3=O)cc(=O)oc2c1
-2 | -1 | 1 | i | -3 | 4 | 10 | 9 | 0 | 1 | Cc1ccc(C)c(S(=O)(=O)NC(C)CCc2ccccc2)c1 (centres undefined)
2 | 8 | 2 | i | 15 | -2 | 5 | 1 | -1 | -1 | CCOCCCNC(=S)Nc1ccc2nc(N3CCCC3)cc(C)c2c1
2 | 5 | 6 | i | -5 | 4 | -24 | 5 | 1 | -3 | C/C(=N\NC(=O)Cc1ccc(Cl)cc1)c1ccccc1O
4 | 9 | -6 | i | 11 | 28 | 3 | -3 | 1 | 1 | Cc1cc(C)n(-c2nc3ccccc3c(=O)n2OC2CCCCC2)n1
-1 | -5 | -3 | i | 7 | 2 | 19 | 1 | -4 | 0 | CC(C)Cc1nn2c(=O)cc(COc3ccc(NC(=O)c4ccco4)cc3)nc2s1
-2 | 7 | -2 | i | -12 | 59* | 4 | -2 | -2 | -2 | COc1ccc(/C=N/Nc2cc(C)nc3ccc(Br)cc23)cc1
/ | -2 | -2 | i | 1 | 5 | 11 | 1 | -22 | 3 | C[C@H](O)[C@@]1(O)CC[C@H]2[C@@H]3CC[C@@H]4C[C@H](O)CC[C@]4(C)[C@H]3CC[C@@]21C
0 | -3 | -6 | i | -1 | 2 | 20 | 7 | 3 | -3 | COc1cc2c(cc1OC)CN(CC(=O)Nc1ccccc1C(=O)NCc1ccccc1)CC2
2 | -9 | 3 | i | 2 | -8 | 20 | -4 | -1 | -1 | O=C(N/N=C/c1cc(Br)cc(Br)c1O)c1cccc(N2CCCC2=O)c1
/ | -6 | 5 | i | 3 | -9 | 3 | 1 | 1 | -3 | Cc1ccc(C)c(NC(=O)COC(=O)Cn2c(C)csc2=O)c1
4 | 8 | 1 | i | 3 | 11 | 5 | -7 | 2 | 1 | CC(=O)c1cccc(CN2CCN(Cc3ccc(F)cc3)C(CCO)C2)c1 (centres undefined)
0 | -4 | 4 | i | -7 | -4 | 9 | 3 | 2 | -4 | O=C1CC(C(=O)O)S/C(=N\NC(=O)c2ccccc2)N1 (centres undefined)
/ | -6 | 1 | i | -25 | -21 | -5 | 0 | -3 | -3 | CN(C)CCCn1c2c(c(SCC(=O)Nc3ccc4c(c3)OCO4)nc1=O)CCC2
/ | 2 | -5 | i | -1 | -16 | 13 | 17 | 0 | 0 | COc1cc(OC)cc(C(=O)Nc2nc(CC(=O)NCCc3ccccc3)cs2)c1
0 | 13 | 0 | i | 1 | 22 | 0 | 0 | 1 | -1 | O=C(Nc1nccs1)c1ccc(CSc2nnnn2-c2ccccc2)cc1
5 | 41 | 47 | i | -3 | ? | 26 | 8 | -2 | -2 | COc1ccc(C(=O)/C(=C\c2ccco2)N2C=CC=CC2=C(C#N)C#N)cc1
1 | 11 | 9 | i | 0 | 29 | 16 | 0 | -1 | 4 | COc1cccc(NS(=O)(=O)c2ccc3[nH]cc(C(=O)NCCC(C)C)c(=O)c3c2)c1
5 | 4 | -1 | i | -1 | 13 | 18 | -11 | 1 | 0 | COc1cc(/C=N/NC(=O)c2ccc(CSc3nc4ccccc4[nH]3)cc2)ccc1O
1 | -9 | -7 | i | 3 | -8 | 31 | 2 | 1 | -2 | CN1CCCC(OC(=O)c2cccc(S(=O)(=O)N3CCCCCC3)c2)C1 (centres undefined)
3 | 0 | -9 | i | -3 | 34 | 25 | -11 | -2 | 1 | O=C(CSc1cccc2cccnc12)N/N=C/c1ccc(F)cc1
13 | 7 | -3 | i | -1 | 17 | 11 | 3 | 2 | 0 | COCCNC(=O)/C(C#N)=C/c1cc(C)n(C2CCCCC2)c1C
-3 | 10 | -2 | i | 9 | 17 | 1 | 4 | -7 | -1 | O=C(NCc1ccc(F)cc1)C1CCCN(S(=O)(=O)c2ccc(-n3cnnn3)cc2)C1 (centres undefined)
1 | 1 | 1 | i | -13 | 13 | 5 | 2 | 2 | -1 | COc1ccc(CCNC(=O)/C=C/c2ccc(OC)c(S(=O)(=O)N3CCOCC3)c2)cc1
0 | 7 | -3 | / | 1 | 7 | 32 | 3 | 1 | -1 | COCCN=C1Sc2nc3cc4c(cc3cc2CN1CC1CCCO1)OCO4 (centres undefined)
-2 | -12 | -4 | i | 2 | 11 | 10 | -7 | 7 | -4 | COc1cccc(N/C(N)=N/c2nc(C)cc(=O)[nH]2)c1
3 | -1 | 3 | i | 6 | -9 | 4 | 2 | 0 | -2 | Cc1nn(-c2ccccc2)c(C)c1/C=N/n1cnnc1
-1 | -8 | 5 | i | 0 | -13 | 31 | -4 | -3 | 0 | CCN1CCCC1CNC(=O)C(=O)NC (centres undefined)
1 | 1 | / | i | 3 | -8 | 19 | 2 | 3 | -3 | O=C(Nc1ccc(S(=O)(=O)N2CCOCC2)cc1)c1cccnc1
-1 | -10 | -3 | i | 9 | 11 | 16 | -1 | 2 | 1 | COc1ccc(-c2cc(C(F)F)n3ncc(C(=O)N4CCc5ccccc54)c3n2)cc1
3 | 14 | 6 | i | 7 | 43 | 4 | 1 | 1 | 7 | COc1ccc(CCNC(=O)C2CCCN(S(C)(=O)=O)C2)cc1 (centres undefined)
0 | 1 | 1 | i | -1 | -2 | 13 | 1 | -20 | -3 | COc1ccc(CCNS(=O)(=O)c2cn(C)c(=O)n(C)c2=O)cc1
3 | -5 | / | i | 3 | -12 | 26 | / | 3 | / | Cc1ccc(C(=O)OCC(=O)Nc2ccccc2Sc2ccccc2)cc1C
-4 | -10 | 28 | i | 2 | -27 | 15 | 3 | 1 | -1 | S=C(NC1CCCC1)NC1CCCC1
-1 | 2 | -2 | i | 14 | 27 | 22 | 5 | -1 | 0 | CCCCCCn1c(SCC(C)C)nc2c1c(=O)[nH]c(=O)n2C
0 | -4 | -4 | i | -3 | -5 | 13 | 4 | 1 | 0 | O=C(CNC(=O)c1ccccc1C(F)(F)F)N/N=C/c1cccs1
5 | -8 | -6 | i | -8 | -29 | 5 | -24 | 2 | -3 | Cc1cc(-c2ccccc2)n2nc(N)nc2n1
-2 | -2 | 4 | i | -1 | -10 | 0 | -7 | -3 | 5 | CC1CC(c2ccccc2)NS(=O)(=O)O1 (centres undefined)
0 | -2 | 9 | i | 11 | -2 | 14 | 4 | -5 | 1 | NC(=O)CCn1nc(-c2ccc(Cl)cc2)c2ccccc2c1=O
0 | -4 | / | i | 10 | / | 0 | 2 | 4 | 0 | Clc1ccc(-c2nnc(-c3cccc4ccccc34)o2)cc1Cl
-6 | 0 | -1 | i | 5 | -8 | 26 | -3 | 4 | 1 | CC1(C)C2CC=C(/C=N/NC(=O)c3ccc(Cl)cc3)C1C2 (centres undefined)
3 | 0 | -7 | i | -6 | 4 | 13 | 8 | 1 | -3 | CC(=O)Nc1ccc(S(=O)(=O)/N=C2/NC(=O)/C(=C\c3ccco3)S2)cc1
-3 | -51* | -4 | i | 0 | -62 | 8 | -13 | -3 | 2 | CC1=C(C(=O)Nc2ccccc2C)C(c2cccs2)NC(=S)N1 (centres undefined)
/ | -2 | -3 | i | 12 | -9 | 17 | 3 | 1 | -3 | O=C(COC(=O)c1cccc([N+](=O)[O-])c1)Nc1ccc(Cl)cn1
-6 | 0 | -1 | i | 8 | 11 | 10 | 4 | -2 | -1 | O=C(NC1CCCc2c1cnn2-c1ccc(F)cc1F)c1ccccc1N1CCOCC1 (centres undefined)
8 | -3 | 3 | i | -2 | -5 | -4 | ? | -31 | 2 | C=CCn1cc(/C=C/c2cc[n+](C)cc2)c2ccccc21
1 | 2 | 15 | i | 5 | 33 | 2 | / | 0 | / | Cc1cccc2nc(-c3ccccc3)nc(N3CCC(O)(c4ccc(Cl)cc4)CC3)c12
-4 | 1 | -3 | i | 2 | -10 | 29 | -2 | -1 | 0 | COc1ccc(C(=O)OCC(N)=O)cc1[N+](=O)[O-]
-6 | 4 | -9 | i | 3 | 19 | 14 | -7 | -4 | 3 | COc1ccc(Cc2nnc(NC(=O)c3c(-c4ccccc4)noc3C)s2)cc1OC
-2 | -4 | 0 | i | 31 | 9 | -4 | 2 | 1 | 1 | CCCCc1ccc(NC(=O)Nc2c(C)n(C)n(-c3ccccc3)c2=O)cc1
4 | 1 | 2 | i | -5 | 22 | 13 | -4 | 0 | 0 | COc1ccc(C2C(C(C)=O)=C(O)C(=O)N2c2ccc(Br)cn2)cc1 (centres undefined)
-1 | 4 | 4 | i | 1 | 19 | 13 | -2 | 3 | 1 | CCS(=O)(=O)c1ccc(C(=O)Nc2cccc(Cl)c2)c(Cl)c1Cl
-1 | -5 | / | i | -19 | 9 | -15 | -6 | -5 | -2 | Cc1nn(CC(=O)Nc2ccc3c(c2)nc2n3CCN(C3CCCCC3)C2)c(=O)c2ccccc12
-3 | 1 | 1 | i | 3 | -17 | 22 | -21 | 3 | 0 | COc1cc2c(cc1OC)C(c1cccs1)NCC2 (centres undefined)
/ | -2 | 9 | i | -1 | -11 | 33 | 5 | 1 | -3 | O=C(O)C1=C[C@H](c2cccs2)C[C@H](OCCCCO)O1
4 | 6 | 2 | i | 9 | 6 | 0 | 4 | 1 | 3 | Cc1cc(C)nc(N/N=C/C=C/c2ccccc2)n1
4 | 0 | -7 | i | 3 | 25 | 21 | 13 | -1 | 0 | COc1ccccc1COCC(O)CNCC1(N2CCCCC2)CCCCC1 (centres undefined)

Assay outcomes (PubChem)

Some of the compounds tested; the hit share may differ from the screen's.
